Screens deposited in PubChem by several laboratories.
NadD block: blocks S. aureus nicotinate mononucleotide adenylyltransferase; AID 602399; purified NadD enzyme, colorimetric absorbance read-out; inhibition, % at 20 µM; actives 0.78% (n = 360,000); in the data active = inhibition above about 26%; also: some compounds past the cut are filed as inactive
LMPTP inh: blocks human LMPTP phosphatase; AID 651560; recombinant LMPTP-A, OMFP fluorogenic substrate, fluorescence intensity; P24666; actives 0.22% (n = 360,000); inhibition, % at 20 µM;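 active = compounds that cut the enzyme signal by at least half of the control window in the single-dose screen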;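 also: plate controls were DMSO wells with enzyme plus substrate for no effect and substrate without enzyme for full effect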
Target sequence (P24666 whole entry, looked up): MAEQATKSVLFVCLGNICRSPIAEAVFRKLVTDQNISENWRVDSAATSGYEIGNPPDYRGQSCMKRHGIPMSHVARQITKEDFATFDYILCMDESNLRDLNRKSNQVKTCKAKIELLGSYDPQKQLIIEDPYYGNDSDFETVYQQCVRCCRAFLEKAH
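Test system: LMPTP-A phosphatase enzyme. Amount: LMPTP-A at 0.625 nM final in the reaction. Reagent: OMFP substrate, 400 µM final. Times: 50 min at room temperature. Signal: endpoint fluorescence intensity from OMFP dephosphorylation. Read-out basis: % inhibition. Benchmarks: no-enzyme and uninhibited controls.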
Rpn11 block: Rpn11 (human) deubiquitinase inhibition; calls only at 20 µM; actives 0.59% (n = 360,000); human 26S proteasome, Ub4-pepOG fluorescence polarization; 20S core pre-blocked with epoxomicin; O00487;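 active = inhibition at 20 µM, scaled to each plate's controls, above about 33%, limit read from the data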
CSN deneddyl inh: inhibitors of human CSN-mediated cullin deneddylation; Q92905; inhibition, % at 12.5 µM; AID 651999; actives 0.38% (n = 360,000); Purified CSN, SCF-Nedd8-OG deneddylation, fluorescence polarization;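 active = pattern-corrected inhibition above about 35%, with an unprinted fluorescence ratio check between 0.5 and 1.5, limit read from the data, passing the limit was not always enough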;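 also: 0% = enzyme with substrate and 100% = substrate without enzyme; some results filed as inactive read as strong as hits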
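Detection – fluorescence polarization · System – HEK293T-derived human Csn5 enzyme · Controls – substrate-only high control, full reaction low control · Timing – 90 min, room temperature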
STEP inh: STEP (human) phosphatase inhibition; P54829; recombinant STEP, OMFP fluorogenic substrate, fluorescence; inhibition, % at 20 µM; actives 0.25% (n = 360,000);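 active = inhibition at 20 µM, scaled per plate between control wells, above about 37%, limit read from the data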;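 also: 0% = DMSO with enzyme and substrate and 100% = substrate only without enzyme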
Target sequence (P54829 whole entry, looked up): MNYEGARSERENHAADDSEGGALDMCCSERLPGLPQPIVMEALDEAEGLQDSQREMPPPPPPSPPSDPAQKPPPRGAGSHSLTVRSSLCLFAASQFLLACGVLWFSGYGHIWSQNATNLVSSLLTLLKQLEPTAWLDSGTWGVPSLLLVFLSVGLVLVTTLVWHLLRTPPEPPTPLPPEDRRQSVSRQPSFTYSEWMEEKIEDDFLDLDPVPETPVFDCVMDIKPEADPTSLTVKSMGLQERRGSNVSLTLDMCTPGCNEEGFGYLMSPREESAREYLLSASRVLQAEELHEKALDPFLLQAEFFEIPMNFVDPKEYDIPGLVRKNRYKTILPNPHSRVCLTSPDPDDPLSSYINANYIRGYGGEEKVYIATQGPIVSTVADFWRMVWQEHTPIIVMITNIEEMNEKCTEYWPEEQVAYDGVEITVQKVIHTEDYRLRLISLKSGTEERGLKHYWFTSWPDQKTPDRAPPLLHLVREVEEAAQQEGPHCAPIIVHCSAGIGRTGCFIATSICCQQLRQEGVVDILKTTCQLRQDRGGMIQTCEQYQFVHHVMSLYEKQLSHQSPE
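Material: STEP (striatal-enriched tyrosine phosphatase) enzyme, cell-free | Medium: 50 mM Bis-Tris pH 6.0 with 2.5 mM DTT and 0.005% Tween 20 | Read-out: Percent inhibition scaled to no-enzyme and uninhibited-enzyme controls, plate-pattern corrected | Signal: Fluorescence read at 480 nm ex / 540 nm em | Times: 20 min reaction, room temperature, in the dark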
PABP1 MLLE inh: inhibitors of microRNA-mediated deadenylation, human PABP1 MLLE binding. GST-MLLE / FITC-PAM2 fluorescence polarization. actives 0.36% (n = 360,000). inhibition, % at 20 µM. P11940; in the data active = inhibition above about 35%, passing the limit was not always enough;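 also: plate controls were DMSO wells with GST-MLLE for no effect and wells lacking GST-MLLE protein for full effect; some results filed as inactive read as strong as hits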
Scp1 inh: inhibitors of human Scp-1 phosphatase. actives 0.88% (n = 340,000). Q9GZU7. Recombinant Scp1, phosphopeptide, malachite green phosphate absorbance. inhibition, % at 20 µM;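 active = inhibition above about 50% at 20 µM, limit read from the data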;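 also: plate controls were DMSO wells with enzyme for no effect and wells lacking enzyme for full effect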
Target sequence (Q9GZU7 76-261 limits assumed): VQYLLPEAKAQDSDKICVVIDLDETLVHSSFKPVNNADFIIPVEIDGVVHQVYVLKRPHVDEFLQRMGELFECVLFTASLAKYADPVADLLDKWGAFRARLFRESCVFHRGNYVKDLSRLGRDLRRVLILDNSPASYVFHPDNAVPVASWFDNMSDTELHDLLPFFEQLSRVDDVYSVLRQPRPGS
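System: truncated SCP-1 phosphatase (76-261aa); medium: Tris acetate buffer pH 5.5 with MgCl2 and Tween-20; incubation: 45 min room-temperature reaction, 5 min colour, 30 min stabiliser; compound: single 20 µM dose, 1% DMSO; reagent: Phosphorylated 17-residue peptide substrate; read-out: % inhibition at 20 µM; technique: colorimetric free-phosphate detection, absorbance 630 nm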
Tb MetRS inh: Trypanosoma brucei MetRS inhibition. AID 624268. actives 0.4% (n = 360,000). inhibition, % at 11.9 µM. purified T. brucei MetRS, ATP depletion, Kinase-Glo luminescence;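 active = inhibition above a per-plate cutoff of the control wells' mean inhibition plus 3 SD, cut at about 5.5% in these data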;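 also: 0% = DMSO wells median and 100% = median of wells with control inhibitor compound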
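System: purified T. brucei MetRS enzyme / Detection: Kinase-Glo luciferase luminescence reporting remaining unconsumed ATP / Medium: HEPES buffer with MgCl2, KCl, DTT, spermine, BSA, pyrophosphatase / Replication: singlicate, one well per compound / Evaluation: percent inhibition relative to median high and low control wells / Schedule: 2 h aminoacylation at 25 °C after 15 min preincubation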
SUMO1-SIM PPI: modulators of human SUMO1-mediated protein-protein interactions; actives 0.33% (n = 360,000); SUMO1 binding to a labelled peptide, TR-FRET, 1 h; inhibition, % at 20 µM; P63165; in the data active = inhibition above about 37%
Target sequence (P63165 whole entry, looked up): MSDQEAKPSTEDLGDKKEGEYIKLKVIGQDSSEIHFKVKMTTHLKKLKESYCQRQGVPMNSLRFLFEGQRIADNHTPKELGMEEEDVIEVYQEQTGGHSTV
DNMT1 block: inhibitors of human DNMT1 | AID 588458 | inhibition (reported as % activation of signal), % at 10 µM | P26358 | DNMT1 molecular beacon, Hinp1I cleavage, fluorescence | actives 0.83% (n = 360,000); in the data active = inhibition above about 50%
Numbers without * were called inactive; i = inactive; x = not tested or not shown.

SMILES	NadD block	LMPTP inh	Rpn11 block	CSN deneddyl inh	STEP inh	PABP1 MLLE inh	Scp1 inh	Tb MetRS inh	SUMO1-SIM PPI	DNMT1 block
COc1ccc(CNC(=O)C23CC4CC(CC(Br)(C4)C2)C3)cc1	1	-0.5	i	-2	-1	7	4	-0.2	3	3
C=C1SC(=Nc2c(C)cc(C)cc2C)N(C(=O)c2sc3ccccc3c2Cl)C12CCCCC2	3	0.4	i	-1	-1	-5	31	-0.2	-5	7
Cc1cccc(C2=NN(c3ccccc3)[C@@H](C(=O)N3CCOC3=O)[C@@H]2c2ccc(F)cc2)c1	12	3.0	i	0	-4	-7	-9	0.7	-4	-2
CN(C)CCNC(=O)c1coc(=O)c(Br)c1	3	-13	i	5	6	-1	-26	-0.3	-10	-3
Cc1ccc(Cl)cc1N1CCN(C(=O)CSc2nnc3n2C(C)(C)Cc2ccccc2-3)CC1	4	8.2	i	3	3	-10	3	-0.4	-1	-9
Cc1ccc(CN2C(=O)CSC(C)C2=O)cc1 (stereo not drawn)	0	-0.3	i	1	-2	9	-6	-0.7	1	2
CCC(=O)Nc1nonc1-c1nc2ccccc2n1CC(C)C	-7	1.2	i	6	4	-7	3	-0.4	2	7
c1ccc(CC2CCN(Cc3nc(-c4ccccc4)no3)CC2)cc1	-1	2.0	i	1	1	7	-1	0.3	-1	-2
ClC(Cl)c1nnc(-c2ccccc2)c(-c2c[nH]c3ccccc23)n1	5	0.9	i	-10	-1	1	-5	3.7	1	2
NCC(=O)CCC(=O)O	2	-0.7	i	-2	-3	-7	-9	-0.7	4	-1
CCC(=O)N1CCC(C)(C(=O)Nc2nccc3ccccc23)C1 (stereo not drawn)	-1	0.7	i	-3	0	3	x	0.9	-5	-9
COc1cc(/C=N/NC(=O)c2ccccc2Cl)ccc1Oc1ccc([N+](=O)[O-])cn1	-2	-0.2	i	-7	-3	-3	1	-0.4	-18	4
C=CCn1c(NC(=O)c2ccccc2)nc2ccccc21	-2	-0.4	i	1	-2	-5	-11	-0.3	3	0
Cc1nc2[nH]c(=O)c3c(n2n1)NC1=C(C(=O)CC(C)(C)C1)C3c1ccc(F)cc1 (stereo not drawn)	2	-0.4	i	-2	3	-7	-5	0.0	5	0
CC(Sc1nnc(C(F)(F)F)n1C)C(=O)Nc1ccc(N2CCOCC2)cc1 (stereo not drawn)	-5	-0.5	i	-3	2	1	-5	-0.4	1	-6
COc1ccc(OCc2cc(C(=O)N(C)Cc3cnccn3)no2)c(Cl)c1	-4	-0.8	i	2	2	15	2	0.4	2	3
COc1ccc2c(c1)C=C(CN1CCN(Cc3ccccc3C)C(CCO)C1)CO2 (stereo not drawn)	-11	0.0	i	-4	0	-15	-9	-2.0	-4	-3
C=CCn1c(NCCc2ccccc2)nc2c1c(=O)n(C)c(=O)n2C	-3	-1.7	i	4	9	7	1	0.1	4	1
O=C(Cc1cccs1)Nn1c(Cc2cccs2)nc2ccccc2c1=O	6	0.8	i	5	1	-4	2	-0.5	11	-3
O=C(CSCc1ccccc1Cl)NCCSc1ccccn1	-1	0.5	i	1	1	-1	-9	0.0	2	0
COc1ccc(CN2CCN(C)CC2)cc1OCc1ccccc1	-4	-3.0	i	0	-2	-1	-3	-0.5	2	2
Cc1cccc(OCc2nc3c4c(ncn3n2)-c2ccccc2CC42CCCC2)c1	-3	1.3	i	-2	3	-1	-13	-0.3	7	2
Clc1ccc(SCCOCCN2CCOCC2)cc1	8	-1.8	i	0	0	6	-6	-0.2	6	0
O=C(COC(=O)c1ccc(Br)o1)NCCCc1ccccc1	0	-0.1	i	3	2	0	-3	0.2	0	8
CCn1c(=O)cc(SCC(=O)N2CCN(C)CC2)c2ccccc21	0	1.2	i	6	1	19	5	-3.0	0	4
The listing continues.
SMILES	NadD block	LMPTP inh	Rpn11 block	CSN deneddyl inh	STEP inh	PABP1 MLLE inh	Scp1 inh	Tb MetRS inh	SUMO1-SIM PPI	DNMT1 block
O=C(NC1CCCCC1)N1CCCC(CNS(=O)(=O)Cc2ccccc2)C1 (stereo not drawn)	-5	-0.5	i	-6	-2	8	-13	-0.4	-1	4
O=C(C1CCN(S(=O)(=O)c2cccc3cccnc23)CC1)N1CCN(C2CCCC2)CC1	3	0.3	i	-8	-2	1	x	-0.4	4	1
Cc1ccc(S(=O)(=O)N2C[C@H]3C(=O)C[C@@H](c4ccccc4)N(S(=O)(=O)c4ccc(C)cc4)[C@H]3C[C@H]2c2cccc(Cl)c2)cc1	11	0.2	i	2	1	15	x	0.7	-1	-1
C/C(=N\N1CCN(Cc2ccccc2Cl)CC1)c1ccc([N+](=O)[O-])cc1	4	0.6	i	-1	-1	1	2	0.0	-28	-1
O=c1c(Cc2ccccc2)c(O)ccn1C1CCCCCCC1	-4	1.3	i	4	0	-2	-5	-0.3	-4	4
Cc1ccc(C)c(N2C(=O)c3ccc(C(=O)Nc4ccccn4)cc3C2=O)c1	0	-1.7	i	3	-2	-4	x	0.2	-19	1
CCCS(=O)(=O)N1CCN(c2cc3c(cc2[N+](=O)[O-])n(C)c(=O)n3C)CC1	-1	0.3	i	-4	3	0	-1	1.2	-26	-1
Cc1ccc(C)c2[nH]c(=O)c(C(c3nnnn3Cc3ccco3)N3CCc4ccccc4C3)cc12 (stereo not drawn)	19	2.1	i	2	7	10	-6	0.3	-5	-8
CSc1nnc(-c2sc3cc(C(F)(F)F)cnc3c2-c2ccccn2)n1C	-1	-1.0	i	-1	-2	-10	-12	-1.0	-6	3
CN1C(=CC=C2C=C(I)C(=O)C(I)=C2)C(C)(C)c2ccccc21	13	31	x	26	13	-117	7	-1.1	-20	3
COC(=O)Cc1nnc(Nc2cccc(C)c2)c2ccccc12	-6	-0.8	i	3	3	-7	-8	0.2	4	-2
Cc1cccc(N(Cc2cc(=O)[nH]c3ccccc23)C(=O)CCl)c1	1	3.3	i	-2	0	-20	-11	-0.7	10	27
Cc1ccc(C(=O)C2=C(O)C(=O)N(c3ncccn3)C2c2ccccc2F)o1 (stereo not drawn)	4	-1.2	i	-2	0	11	-2	-0.3	-4	4
CCCCCCCCCCCCN1C/C(=C\C(=O)OCC)c2cc(C(F)(F)F)ccc2S1(=O)=O	6	0.1	i	-5	1	-25	9	-0.4	9	14
COc1ccc2c3c(ccc2c1)C(=O)/C(=C/O)CC3	27	2.2	i	-3	2	43*	-16	-0.2	-8	-11
O=C(c1ccco1)n1nc(-c2ccccc2)nc1SCc1ccccc1	-4	1.3	i	0	0	0	-12	0.3	0	0
Cc1nccn1-c1ccc(NC(=O)[C@H]2O[C@@H](n3ccc(=O)[nH]c3=O)[C@H](O)[C@@H]2O)cc1	-2	0.8	x	-2	x	x	x	-0.3	2	x
Cn1c(=O)oc2cc(S(=O)(=O)N3CCC(C(=O)NCc4cccs4)CC3)ccc21	-4	-1.9	i	-1	-1	9	3	-0.6	0	-2
c1ccc(N2CCN(c3ncnc4c3oc3ccccc34)CC2)cc1	-9	1.3	i	-10	2	12	-2	-0.5	5	9
COc1ccc(N(C(=O)c2ccccc2C)S(=O)(=O)c2cccs2)cc1	-8	1.1	i	-3	11	-9	-18	-0.1	-1	-6

Exported as a markdown table: part of the list above.
| smiles | NadD block | LMPTP inh | Rpn11 block | CSN deneddyl inh | STEP inh | PABP1 MLLE inh | Scp1 inh | Tb MetRS inh | SUMO1-SIM PPI | DNMT1 block |
| --- | --- | --- | --- | --- | --- | --- | --- | --- | --- | --- |
| O=C(NC1CCCCC1)N1CCCC(CNS(=O)(=O)Cc2ccccc2)C1 (stereo not drawn) | -5 | -0.5 | i | -6 | -2 | 8 | -13 | -0.4 | -1 | 4 |
| O=C(C1CCN(S(=O)(=O)c2cccc3cccnc23)CC1)N1CCN(C2CCCC2)CC1 | 3 | 0.3 | i | -8 | -2 | 1 | x | -0.4 | 4 | 1 |
| Cc1ccc(S(=O)(=O)N2C[C@H]3C(=O)C[C@@H](c4ccccc4)N(S(=O)(=O)c4ccc(C)cc4)[C@H]3C[C@H]2c2cccc(Cl)c2)cc1 | 11 | 0.2 | i | 2 | 1 | 15 | x | 0.7 | -1 | -1 |
| C/C(=N\N1CCN(Cc2ccccc2Cl)CC1)c1ccc([N+](=O)[O-])cc1 | 4 | 0.6 | i | -1 | -1 | 1 | 2 | 0.0 | -28 | -1 |
| O=c1c(Cc2ccccc2)c(O)ccn1C1CCCCCCC1 | -4 | 1.3 | i | 4 | 0 | -2 | -5 | -0.3 | -4 | 4 |
| Cc1ccc(C)c(N2C(=O)c3ccc(C(=O)Nc4ccccn4)cc3C2=O)c1 | 0 | -1.7 | i | 3 | -2 | -4 | x | 0.2 | -19 | 1 |
| CCCS(=O)(=O)N1CCN(c2cc3c(cc2[N+](=O)[O-])n(C)c(=O)n3C)CC1 | -1 | 0.3 | i | -4 | 3 | 0 | -1 | 1.2 | -26 | -1 |
| Cc1ccc(C)c2[nH]c(=O)c(C(c3nnnn3Cc3ccco3)N3CCc4ccccc4C3)cc12 (stereo not drawn) | 19 | 2.1 | i | 2 | 7 | 10 | -6 | 0.3 | -5 | -8 |
| CSc1nnc(-c2sc3cc(C(F)(F)F)cnc3c2-c2ccccn2)n1C | -1 | -1.0 | i | -1 | -2 | -10 | -12 | -1.0 | -6 | 3 |
| CN1C(=CC=C2C=C(I)C(=O)C(I)=C2)C(C)(C)c2ccccc21 | 13 | 31 | x | 26 | 13 | -117 | 7 | -1.1 | -20 | 3 |
| COC(=O)Cc1nnc(Nc2cccc(C)c2)c2ccccc12 | -6 | -0.8 | i | 3 | 3 | -7 | -8 | 0.2 | 4 | -2 |
| Cc1cccc(N(Cc2cc(=O)[nH]c3ccccc23)C(=O)CCl)c1 | 1 | 3.3 | i | -2 | 0 | -20 | -11 | -0.7 | 10 | 27 |
| Cc1ccc(C(=O)C2=C(O)C(=O)N(c3ncccn3)C2c2ccccc2F)o1 (stereo not drawn) | 4 | -1.2 | i | -2 | 0 | 11 | -2 | -0.3 | -4 | 4 |
